# Screening results deposited in PubChem by Broad Institute.
# CaV13 FRET inh = Disruptors of the CACNA1D IQ motif to Ca2+-dependent inactivation inhibitor domain association, primary screening, Förster resonance energy transfer in intact living …; 0.098% of 340,000 active; HEK cells, CFP/YFP FRET ICDI-IQ, plate reader, 10 min; percent FRET-ratio fall versus neutral wells; inhibition, % at 12.3 µM; AID 743397;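 active = mean replicate inhibition of at least 30% and at least 1% of replicates passing that level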;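 also: 0% = median of the neutral control wells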
# Numbers without * were called inactive.
SMILES,CaV13 FRET inh
CC(=O)N1CCN(c2ccc(N3CCN(C(C)=O)[C@@H](C)C3)c(C)c2)[C@H](C)C1,-9
Nc1[nH]c(C(=O)c2ccccc2)c(-c2ccc(Cl)cc2)c1C(=O)c1c[nH]c2ccc(F)cc12,-15
COC(=O)c1cc2c(c3c4cc(OC)ccc4n(S(=O)(=O)c4ccc(OC)cc4)c13)C(=O)N(Cc1ccc(N(C)C)cc1)C2,-4
COC(=O)[C@]12C[C@H](CC(=O)N3CCOCC3)C(=O)N(CCc3ccc(OC)c(OC)c3)C1=C[C@H](C(C)(C)C)O[C@@H]2C,-12
O=C(CCc1ccccc1)Oc1ccccc1[N+](=O)[O-],-5
COCCNC(=S)N1C[C@H]2CON(C)[C@H]2C[C@H]1c1ccccc1Br,-3
C#CCN(Cc1ccco1)C(=O)c1nnc2c3ccccc3n(S(=O)(=O)c3ccc(C)cc3)c2n1,-4
CC(C)[C@H](NS(=O)(=O)c1ccc(F)cc1F)C(=O)N1CCC[C@H]1C(=O)NCc1ccccc1,-3
COC(=O)Cc1nnn2c1[C@H](C)[C@H](c1ccccc1Br)OCC2,-7
Cc1[nH]nc2c1C(c1ccc3c(c1)OCO3)N(Cc1ccccc1)C2=O (stereo unspecified),-4
Cc1cc(Br)cn2c(Cc3cccc(F)c3)c(-c3cccc(Cl)c3)nc12,-11
COc1ccccc1-c1cccc2c3c([nH]c12)[C@@H]1C[C@H]2[C@@H](C(=O)N1CC3)[C@H](C)ON2C,-5
COc1ccccc1-c1cccc2[nH]c3c(c12)CCN1C(=O)[C@H]2[C@H](C)ON(C)[C@H]2C[C@@H]31,-6
COC(=O)[C@@H](N[C@H](/C=C/c1ccccc1)[C@@H](O)Cc1ccccc1)C(C)C,-11
C#CCNC(=O)C[C@H]1C[C@@]2(C(=O)OC)C(=C[C@H](C(C)(C)C)O[C@@H]2C)N(Cc2ccc3c(c2)OCO3)C1=O,-8
Cn1cnc([N+](=O)[O-])c1Sc1nnc(-c2ccccc2)c(-c2ccccc2)n1,-10
CCNC(=O)N1CCN(c2ccc(N3CCN(Cc4ccccc4)[C@@H](C)C3)c(C)c2)[C@@H](C)C1,-8
C=CCN1C(=O)c2n[nH]c(COC)c2C1c1ccc2c(c1)OCO2 (stereo unspecified),-3
CCCCOCC1CN(CCCC)S(=O)(=O)c2c(Oc3ccc(F)cc3)cccc2O1 (stereo unspecified),-8
Cc1cc(=O)oc2c(CN(CC(C)C)CC(C)C)c(O)ccc12,-5

# Shown field by field: entries from further up.
Compound: Cc1cc(Br)cn2c(Cc3cccc(F)c3)c(-c3cccc(Cl)c3)nc12
- CaV13 FRET inh: -11

Compound: COC(=O)[C@]12C[C@H](CC(=O)N3CCOCC3)C(=O)N(CCc3ccc(OC)c(OC)c3)C1=C[C@H](C(C)(C)C)O[C@@H]2C
- CaV13 FRET inh: -12

Compound: C#CCNC(=O)C[C@H]1C[C@@]2(C(=O)OC)C(=C[C@H](C(C)(C)C)O[C@@H]2C)N(Cc2ccc3c(c2)OCO3)C1=O
- CaV13 FRET inh: -8

Compound: CCNC(=O)N1CCN(c2ccc(N3CCN(Cc4ccccc4)[C@@H](C)C3)c(C)c2)[C@@H](C)C1
- CaV13 FRET inh: -8

# Continued:
SMILES,CaV13 FRET inh
C=CCN=C1NC(c2ccc(C(F)(F)F)cc2)C(C(=O)OC)=C(C)N1C (stereo unspecified),-5
O=C(OCc1ccccc1)N1Cc2ccnnc2CC1c1ccccc1-c1ccc(C(F)(F)F)cc1 (stereo unspecified),-4
C=CCN=C1NC(c2ccc(Cl)cc2)C(C(=O)OC)=C(C)N1C (stereo unspecified),-4
O=C(NCCN1CCOCC1)c1cc(Sc2ccccc2Cl)nc2ccccc12,-5
CC(=O)C1=C(C)N(Cc2ccc(Br)cc2)C(=S)NC1c1cccc(F)c1 (stereo unspecified),-4
CCCCc1c(-c2ccccc2OC)ncn1Cc1ccc(F)c(F)c1,-9
CCCCOCC1CN(CCCC)S(=O)(=O)c2c(NCc3cc(OC)c(OC)c(OC)c3)cccc2O1 (stereo unspecified),-9
COC(=O)[C@]12C[C@H](CC(=O)NCCc3ccccc3OC)C(=O)N(Cc3ccccc3)C1=C[C@H](C1CCCC1)O[C@@H]2C,-9
COCC(=O)Nc1cc(C(=O)Nc2ccccc2)ccc1Cl,-5
Cc1ccnc(NC(=O)c2ccc(Cl)cc2Cl)n1,7
Cc1nc2c(C(=O)NCc3cccs3)cnn2c(C)c1Cc1ccc(F)cc1,-5
CCCCOCC1CN(CCCC)S(=O)(=O)c2c(cccc2N2CCCC2)O1 (stereo unspecified),-8
Cc1cc(O)cc(=O)n1-c1cccc(Br)c1,-1
Cc1ccc2c(c1)-n1c(nc3ccc(C)cc3c1=O)C(Cc1ccc(O)cc1)NC2=O (stereo unspecified),-6
O=c1[nH]c(-c2ccccc2)cn1C1CCN(Cc2ccc(-c3nc4ccc(Br)cc4nc3-c3ccccc3)cc2)CC1,-6
COc1ccc(CCNC(=O)c2coc(=O)c(Br)c2)cc1,-2
O=c1cc(-c2ccccc2Cl)oc2c(NS(=O)(=O)c3ccccc3OC(F)(F)F)ccc(O)c12,-10
CCN=C1NC(c2ccc(F)cc2)C(C(=O)OC)=C(C)N1Cc1cccc(C(F)(F)F)c1 (stereo unspecified),-3
CCCN1C(=O)c2n[nH]c(C)c2C1c1ccc2c(c1)OCO2 (stereo unspecified),-5
O=C(/C=C/c1ccc(N2CCC(c3ccccc3)=N2)cc1)c1ccccc1,-150
COC(=O)c1c(C)[nH]c(C(=O)N2CCN(c3ccc(OC)cc3)CC2)c1C,2
COC(=O)c1cc2c(c3c4cc(OC)ccc4n(S(=O)(=O)c4cccc(C)c4)c13)C(=O)N(Cc1ccccc1OC)C2,-4
CCN(CC)S(=O)(=O)c1ccc(NC(=O)c2nc3nc(C)cc(C)n3n2)cc1,7
C#CCN(Cc1ccccc1)S(=O)(=O)C=C,13
CCCCCCCCN1C(=O)[C@@H](CC(=O)N2CCN(C(=O)c3ccco3)CC2)C[C@@]2(C(=O)OC)C1=C[C@H](C(C)(C)C)O[C@@H]2C,-10
C[C@H](O)[C@@H]1C(=O)N2CCc3c([nH]c4c(-c5ccccc5)cccc34)[C@@H]2C[C@@H]1N(C)C(=O)/C=C/c1ccccc1,-4
Clc1cccc(CN2CCN(c3ncc(Cc4ccccc4)cn3)CC2)c1Cl,-9
O=C(O)C1CCCCC1C(=O)Nc1cc(Cl)ccc1Cl (stereo unspecified),-5
CCOc1cc(NC(=S)NCCOC)c(OCC)cc1NC(=O)c1cccs1,3
O=S(=O)(c1ccc(C(F)(F)F)cc1)N1CCCc2nc(-c3ccccc3)ccc21,-3
Cc1ccc(S(=O)(=O)N(C)c2cccc3c2S(=O)(=O)N([C@H](C)c2ccccc2)C[C@@H](COCc2ccccc2)O3)cc1,-9
O=C(NCc1ccccc1)[C@H]1CCCN1C(=O)[C@H]1CCCN1C(=O)c1ccccc1,-11
CCCN(CCC)C(=O)c1cc([N+](=O)[O-])cc2c1-c1ccc([N+](=O)[O-])cc1C2=C(C#N)C#N,-3
C#CCN1CC(COc2ccccc2)Oc2cccc(Oc3ccc(OC)cc3)c2S1(=O)=O (stereo unspecified),-6
COC(=O)[C@]12C[C@H](CC(=O)N3CCCC3)C(=O)N(Cc3ccccc3)C1=C[C@H](C1CCCC1)O[C@@H]2C,-10
CC(=Nc1ccc(Cl)cc1N)c1c(O)cc(C)oc1=O,-5
CCn1cnc2sc(C(=O)N3CCN(Cc4ccc5c(c4)OCO5)CC3)c(C)c2c1=O,-7
C=CCC12C[C@@]3(O[C@H](c4ccc(C(F)(F)F)cc4)N=C3C[C@H](c3ccc(OC)cc3)[C@H]1C)N(Cc1ccc3c(c1)OCO3)C2=O,-5
COC(=O)c1cc(=O)n(Cc2ccco2)c(=Nc2ccccc2)s1,-12
COc1cccc(CNC(=O)[C@H]2CCCN2C(=O)[C@H]2CCCN2C(=O)c2cccc(OC)c2)c1,-9
COc1ccc2ccccc2c1CN1CCN(c2ncc(Cc3ccccc3)cn2)CC1,-9
C[C@@]12C(=O)N(Cc3ccccc3)CC(=O)N1[C@H](/C=C/c1ccccc1)[C@@H]1C(=O)N(c3ccccc3)C(=O)[C@@H]12,-9
COC(=O)C1=C(C)N(CC2CC2)C(=O)N[C@H]1c1ccc(Br)cc1,-10
CCCn1cnnc1CNC(=O)[C@@H](Cc1ccccc1)NC(=O)[C@H]1O[C@@H](n2ccc(=O)[nH]c2=O)[C@H](O)[C@@H]1O,-4
Cc1ccc(Nc2nc(-c3ccc(O)c(O)c3)cs2)nc1,-5
COC(=O)C1=C(C)N(Cc2ccccc2C(F)(F)F)C(=NCc2ccccc2C(F)(F)F)NC1c1ccc(Cl)cc1 (stereo unspecified),-6
CCCCOC(=O)C(C)Nc1n[nH]c(=S)[nH]c1=O (stereo unspecified),-4
C[C@H](O)[C@@H]1C(=O)N2CCc3c([nH]c4cccc(-c5ccccc5)c34)[C@@H]2C[C@@H]1N(C)C(=O)c1ccccc1,-5
O=C(O)c1cc(-c2ccccc2)nc2nc(N3CCCCC3)sc12,-4
O=C(N/N=C/c1cccs1)c1cccc(NC(=O)c2ccc(Cl)cc2)c1,3
COC(=O)c1cc2c(c3c4cc(OC)ccc4n(S(=O)(=O)c4ccc(OC)cc4)c13)C(=O)N(C)C2,-4
CCc1nnc(NS(=O)(=O)c2ccc(NC(=O)c3cc4ccccc4oc3=O)cc2)s1,-1
C=CCN=C1NC(c2ccccc2)C(C(=O)OC)=C(C)N1Cc1ccccc1C(F)(F)F (stereo unspecified),-3
OC1(C#Cc2c(-c3ccsc3)sc3ccccc23)CCCCC1,-5
CCOC(=O)C1=CCC(c2ccc([N+](=O)[O-])cc2)N(S(=O)(=O)c2ccc(C)cc2)C1 (stereo unspecified),-4
COCC#Cc1ccc2c(c1)O[C@H](CN(C)C(=O)c1ccccc1)[C@@H](C)CN([C@H](C)CO)S2(=O)=O,-5
O=C(NCc1cc(C(F)(F)F)ccc1Cl)c1cccc2c1C(=O)c1ccc(Cl)cc1S2(=O)=O,36*
CC[C@]1(c2ccccc2OC)ON(c2ccccc2C(F)(F)F)C1=O,-6
CCn1c(SCC(=O)Nc2nc3ccccc3s2)nc2c(c1=O)SC(C)C2 (stereo unspecified),0
CC(=O)Nc1ccc(S(=O)(=O)NCC2CCC(C(=O)NCCCOC(C)C)CC2)cc1 (stereo unspecified),-4

# Remaining list, next part
SMILES,CaV13 FRET inh
C[C@H]1[C@@H]2C[C@@]3(O[C@H](c4ccccn4)N=C3C[C@@H]1c1ccccc1)N(Cc1ccncc1)C2=O,-4
COc1cc2c3nnc(-c4ccccc4)c-3cn(Cc3ccccc3F)c2cc1OC,-9
COC(=O)Cc1[nH]c(Cl)nc1C(N)=O,-4
C=CCN1C(=O)c2n[nH]c(COC)c2C1c1ccc(C)cc1 (stereo unspecified),-6
Cc1ccc(S(=O)(=O)NCc2ccc3c(c2)OCO3)cc1,-10
Cn1ncc(C#N)c1NC(=O)C1CC(c2ccccc2Cl)=NO1 (stereo unspecified),-4
CCNC(=O)N(C)[C@H]1C[C@H]2c3[nH]c4c(-c5ccc6c(c5)OCO6)cccc4c3CCN2C(=O)[C@H]1[C@H](C)O,-5
Cc1ccc(S(=O)(=O)Nc2ccccc2C(=O)NCC2CCCO2)cc1 (stereo unspecified),-5
O=C(N[C@H](Cc1ccccc1)C(=O)NCCCN1CCCC1=O)[C@H]1O[C@@H](n2ccc(=O)[nH]c2=O)[C@H](O)[C@@H]1O,-3
COc1ccc([C@@H]2C[C@@H](c3ccccc3)Oc3c(C)ccc(C(C)C)c32)cc1,-6
N#CC(=C=[N-])c1nc2ccccc2nc1-[n+]1cccc(NC(=O)c2ccc(F)cc2)c1,-2
COc1cccc2[nH]c(-c3ccccn3)nc12,-4
C[C@@H]1ON(C)[C@H]2C[C@H]3c4[nH]c5cccc(-c6ccc7c(c6)OCO7)c5c4CCN3C(=O)[C@@H]12,-5
Cc1ccccc1OCC(=O)NCC(=O)N/N=C/c1cccc([N+](=O)[O-])c1,-5
CC/C(=C/c1sc2ccc(C)cc2[n+]1CCCS(=O)(=O)[O-])SC,-6
Cc1ccc(NC(=O)N2CC(C)OC(C)C2)cc1[N+](=O)[O-] (stereo unspecified),-12
CCCCCCC12C(=Cc3cc4c(cc31)OCCO4)c1cc(OC)c(OC)cc1C(CC(=O)NCc1ccccc1)N2C(=O)OC (stereo unspecified),-5
Cc1cc(Br)cn2c(Cc3cccc(Cl)c3)c(C3CCCCC3)nc12,-7
COc1ccc(C(=O)Oc2c(CN3CCOCC3)cc(Cl)c3cccnc23)cc1OC,-6
CCCCCCCCCCCCNC[C@@H]1CSCCS(=O)(=O)N1,-3

# Gathered by group: those above containing bromine (9)
SMILES,CaV13 FRET inh
COCCNC(=S)N1C[C@H]2CON(C)[C@H]2C[C@H]1c1ccccc1Br,-3
COC(=O)Cc1nnn2c1[C@H](C)[C@H](c1ccccc1Br)OCC2,-7
Cc1cc(Br)cn2c(Cc3cccc(F)c3)c(-c3cccc(Cl)c3)nc12,-11
CC(=O)C1=C(C)N(Cc2ccc(Br)cc2)C(=S)NC1c1cccc(F)c1 (stereo unspecified),-4
Cc1cc(O)cc(=O)n1-c1cccc(Br)c1,-1
O=c1[nH]c(-c2ccccc2)cn1C1CCN(Cc2ccc(-c3nc4ccc(Br)cc4nc3-c3ccccc3)cc2)CC1,-6
COc1ccc(CCNC(=O)c2coc(=O)c(Br)c2)cc1,-2
COC(=O)C1=C(C)N(CC2CC2)C(=O)N[C@H]1c1ccc(Br)cc1,-10
Cc1cc(Br)cn2c(Cc3cccc(Cl)c3)c(C3CCCCC3)nc12,-7

# (next part)
SMILES,CaV13 FRET inh
COc1ccccc1-c1c(NC(=O)c2ccco2)n(C)c2ccccc2c1=O,-3
CN1CCCCC(NC(=O)c2cccc(C(F)(F)F)c2)C1=O (stereo unspecified),-2
Nc1ccn([C@@H]2O[C@H](C(=O)N[C@H](Cc3ccccc3)C(=O)NCC(F)(F)F)[C@@H](O)[C@H]2O)c(=O)n1,-3
COc1ccc(N2C(=O)c3n[nH]c(C(C)C)c3C2c2ccc(F)cc2)cc1 (stereo unspecified),-7
OC(c1ccccc1)C1(c2ccccc2)CCN(Cc2ccccc2)CC1 (stereo unspecified),-12

# The list is partial, so the mix of outcomes need not match the whole.
